Compound activity from PubChem BioAssay.
SNCA expr inh – SNCA gene expression inhibition; HEK-293 SNCA-luciferase knock-in, luminescence, 24 h; 140,000 compounds, 0.17% hits; AID 1671194; Potency, µM (doses to about 57.2 µM), without a hit: at the top dose activity change, negative = inhibition, usual class: inhibitors;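 note: plate controls were DMSO cells for no effect and cell-free wells for full effect; nearly all actives have a fitted effect of over 45% in size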
HEK293 viab – reduces viability of HEK-293 SNCA reporter cells. Potency, µM (titrated, usually from 57.1 µM), for inactives: at the highest dose activity change, negative = cytotoxicity, actives largely listed as cytotoxic. 150,000 compounds, 0.12% hits. HEK-293-SNCA-luc viability, GF-AFC fluorescence, 24 h;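 note: 0% = DMSO-treated cells and -100% = medium-only wells without cells; nearly all actives have a fitted effect of over 30% in size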
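Cytotoxicity counterscreen: after 24 h compound treatment of genome-edited SNCA-luciferase HEK-293 cells, live-cell protease substrate GF-AFC read by fluorescence after 30 min; activity scaled between DMSO (0%) and medium-only (-100%), curves Hill-fitted.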
Active calls of the source: *; ? = inconclusive; [ ] = dose if it differs, or a comment. Calls come from the whole dose curve; as a rule, active = well fitted curve in the direction sought with a large enough effect; inconclusive = small, poorly fitted or top-dose-only effect, or another doubt; inactive = no such curve, though single readings can be large; an effect the other way counts as inactive or inconclusive. Potency is the fitted concentration of half-maximal effect. These rows are one share of the data. The share of hits here may be higher or lower than overall.

SMILES	SNCA expr inh	HEK293 viab
COc1ccccc1-c1nc(Nc2ccncc2)c2ccccc2n1	43%[activator]	-28%
Cc1cccc(CNc2ncnc3ccc(-c4ccccc4CN(C)C)cc23)c1	-4%	0%
O=c1c(-c2cccs2)nc2cnc(N3CCOCC3)nc2n1CCc1ccccc1	-12%	?
COc1ccccc1CNc1ccnc(-c2c(C)noc2C)n1	26%	-1%
CN(C)C(=O)c1ccc(-c2nc(Nc3ccc(F)cc3)c3ccccc3n2)cc1	3%	-21%
O=C(c1cccc(F)c1)N1CCC[C@@]2(CCN(C(c3ccccc3)c3ccccc3)C2)C1	?	-8%
CN(C)c1nc(-c2cccnc2)nc2ccccc12	-2%	?
COc1ccccc1-c1cncnc1NCCN1CCOCC1	22%	0%
Cn1cc(-c2nc3cnc(Oc4ccccc4)nc3n(C3CC3)c2=O)c2ccccc21	2%	?
COc1ccccc1CN1CCCC2(CCN(C(=O)c3cc(C(F)(F)F)cc(C(F)(F)F)c3)CC2)C1	7%	7%
c1ccc(Nc2ncnc3ccc(-c4ccc5c(c4)OCO5)cc23)cc1	17%	3%
O=S(=O)(c1ccccc1)N1CCC[C@@]2(CCN(c3ccccc3)C2)C1	15%	-14%
COCC(=O)N1CCC2(CC1)CN(c1ccccn1)C2	26%	5%
O=C(Nc1cccc(F)c1)N1CCCC2(CCN(C(=O)c3cc(C(F)(F)F)cc(C(F)(F)F)c3)CC2)C1	-22%	-24%
O=c1c(-c2cc(F)cc(F)c2)nc2cnc(N3CCOCC3)nc2n1Cc1ccc(F)cc1	-7%	10%
COc1cccc(Nc2ncc3nc(-c4ccccc4)c(=O)n(C4CC4)c3n2)c1	66%[activator]	?
COc1ccc(-c2nc3cnc(Oc4cccc(Cl)c4)nc3n(C3CC3)c2=O)cc1	23%	7%
COc1ccc(Oc2ncc3nc(C)c(=O)n(Cc4cccs4)c3n2)cc1	-1%	-25%
CC(=O)NCCNc1ncnc2ccc(-c3ccccc3C)cc12	4%	6%
Cc1noc(C)c1C(=O)N1CCC[C@@]2(CCN(c3ccccc3)C2)C1	3%	4%
COC(=O)N1CCC2(CCCN(c3ncccn3)C2)CC1	-14%	-2%
c1cncc(CNc2ncncc2-c2ccoc2)c1	-15%	-6%
CC(C)CN1CCC2(CC1)CCN(C(=O)c1cccn1C)CC2	7%	-4%
CCNc1ncc2nc(-c3cc(F)cc(F)c3)c(=O)n(Cc3ccc(F)cc3)c2n1	?	25%
Cc1noc(C)c1-c1ccc2ncnc(N3CCN(C)CC3)c2c1	-7%	2%
Cn1cccc1C(=O)N1CCC2(CCN(Cc3ccc(C#N)cc3)CC2)CC1	0%	2%
COc1cccc(Cn2c(=O)c(-c3cc(F)cc(F)c3)nc3cncnc32)c1	-19%	-17%
COc1ncc2nc(-c3ccccc3)c(=O)n(C[C@H]3CCCO3)c2n1	22%	-9%
Cc1nc2cnc(Oc3cccc(Cl)c3)nc2n(Cc2ccc(F)cc2)c1=O	19%	-16%
COc1ccccc1CN1CC2(CCN(C(=O)c3cccc(F)c3)CC2)C1	0%	5%
Cn1c(=O)c(-c2ccc(F)cc2)nc2cnc(Nc3ccccc3)nc21	24%	9%
COCCn1c(=O)c(-c2cccc(C#N)c2)nc2cnc(N(C)C)nc21	13%	?
CN(C)c1ncc2nc(-c3ccc(F)cc3)c(=O)n(C3CC3)c2n1	41%[activator]	?
CNc1ncncc1-c1ccccc1C	67%[activator]	-7%
COc1ccc(-c2nc3cnc(OC)nc3n(C3CC3)c2=O)cc1	33%[activator]	19%
FC(F)(F)c1ccccc1-c1cc(NCc2cccnc2)ncn1	-2%	-2%
Cc1ccccc1-c1nc(Nc2ccncc2)c2ccccc2n1	3%	-29%
COc1ccc(-c2nc3cnc(Nc4ccccc4)nc3n(C[C@H]3CCCO3)c2=O)cc1	2%	?
COc1ccc2[nH]cc(CCNc3cc(-c4ccccc4Cl)ncn3)c2c1	3%	-6%
COc1ncc2nc(CCc3ccccc3)c(=O)n(Cc3ccc(F)cc3)c2n1	27%	1%
COc1ccccc1-c1nccc(NCc2ccccc2)n1	-14%	-14%
N#Cc1cccc(-c2nccc(NCc3cccs3)n2)c1	48%[activator]	-6%
O=C(c1ccncc1)N1CCC2(CCCN(c3ncccn3)C2)CC1	-1%	-8%
O=c1c(-c2ccccc2)nc2cnc(Oc3cccc(Cl)c3)nc2n1C[C@H]1CCCO1	6%	-19%
O=C(c1ccncc1)N1CCC2(CC1)CCN(c1cccc(-c3ccccc3)c1)CC2	-9%	-6%
CC(=O)N1CCC2(CC1)CCN(c1ncccn1)CC2	4%	-7%
COc1ccc(-n2c(=O)c(-c3ccccc3)nc3cnc(N4CCNCC4)nc32)cc1	-4%	3%
FC(F)(F)c1ccccc1-c1nc(NCCN2CCOCC2)c2ccccc2n1	2%	-21%
COC(=O)N1CCC2(CCCN(c3ccccn3)C2)CC1	22%	2%
COCCn1c(=O)c(-c2cccc(C#N)c2)nc2cnc(N3CCN(C)CC3)nc21	9%	?
The list goes on.
SMILES	SNCA expr inh	HEK293 viab
O=S(=O)(c1ccccc1)N1CCC2(CCCN(c3cccc(-c4ccccc4)c3)C2)CC1	-27%	3%
COc1ccc2[nH]cc(CCNc3ccnc(-c4ccccc4C)n3)c2c1	19%	1%
Cc1noc(C)c1C(=O)N1CCC2(CCN(C(=O)NC(C)C)CC2)CC1	11%	-5%
COc1ccccc1CN1CC[C@@]2(CCCN(C(=O)c3cc(C(F)(F)F)cc(C(F)(F)F)c3)C2)C1	-9%	-9%
O=C(c1ccco1)N1CCC2(CCCN(c3ccccn3)C2)CC1	-14%	7%
FC(F)(F)c1ccccc1-c1cncnc1Nc1ccccc1	-1%	4%
O=c1c(CCc2ccccc2)nc2cnc(N3CCNCC3)nc2n1-c1ccccc1	65%[activator]	-2%
COc1ccc(NC(=O)N2CCCC3(CCN(S(C)(=O)=O)CC3)C2)cc1	-22%	-14%
COc1ccc(NC(=O)N2CC3(CCN(C(=O)c4cnccn4)CC3)C2)cc1	-1%	-3%
CC(C)CN1CC[C@@]2(CCCN(C(=O)c3cnccn3)C2)C1	-5%	4%
COCCn1c(=O)cnc2cnc(N(C)C)nc21	0%	-7%
COc1ccc(-n2c(=O)c(C)nc3cnc(Nc4ccccc4)nc32)cc1	20%	-16%
COc1ncc2nc(-c3ccccc3)c(=O)n(-c3ccccc3)c2n1	3%	-25%
c1cncc(-c2cncnc2NCc2cccs2)c1	-12%	2%
N#Cc1ccc(CN2CC3(CCN(C(=O)c4cnccn4)CC3)C2)cc1	-20%	-2%
Cn1c(=O)c(-c2ccc(Cl)cc2)nc2cnc(Oc3cccc(Cl)c3)nc21	-13%	-15%
O=c1c(-c2cc(F)cc(F)c2)nc2cnc(N3CCOCC3)nc2n1C1CC1	-18%	4%
Cc1noc(C)c1-c1nccc(-n2ccnc2)n1	35%[activator]	1%
CNc1nc(-c2ccccc2OC)nc2ccccc12	10%	-25%
CC(=O)N1CCC2(CC1)CN(Cc1ccc(C#N)cc1)C2	3%	3%

At a glance, part of the list above.
SMILES	SNCA expr inh	HEK293 viab
FC(F)(F)c1ccccc1-c1nc(NCCN2CCOCC2)c2ccccc2n1	2%	-21%
COC(=O)N1CCC2(CCCN(c3ccccn3)C2)CC1	22%	2%
COCCn1c(=O)c(-c2cccc(C#N)c2)nc2cnc(N3CCN(C)CC3)nc21	9%	?
O=S(=O)(c1ccccc1)N1CCC2(CCCN(c3cccc(-c4ccccc4)c3)C2)CC1	-27%	3%
COc1ccc2[nH]cc(CCNc3ccnc(-c4ccccc4C)n3)c2c1	19%	1%
Cc1noc(C)c1C(=O)N1CCC2(CCN(C(=O)NC(C)C)CC2)CC1	11%	-5%
COc1ccccc1CN1CC[C@@]2(CCCN(C(=O)c3cc(C(F)(F)F)cc(C(F)(F)F)c3)C2)C1	-9%	-9%
O=C(c1ccco1)N1CCC2(CCCN(c3ccccn3)C2)CC1	-14%	7%
FC(F)(F)c1ccccc1-c1cncnc1Nc1ccccc1	-1%	4%
O=c1c(CCc2ccccc2)nc2cnc(N3CCNCC3)nc2n1-c1ccccc1	65%[activator]	-2%
COc1ccc(NC(=O)N2CCCC3(CCN(S(C)(=O)=O)CC3)C2)cc1	-22%	-14%
COc1ccc(NC(=O)N2CC3(CCN(C(=O)c4cnccn4)CC3)C2)cc1	-1%	-3%
CC(C)CN1CC[C@@]2(CCCN(C(=O)c3cnccn3)C2)C1	-5%	4%
COCCn1c(=O)cnc2cnc(N(C)C)nc21	0%	-7%
COc1ccc(-n2c(=O)c(C)nc3cnc(Nc4ccccc4)nc32)cc1	20%	-16%
COc1ncc2nc(-c3ccccc3)c(=O)n(-c3ccccc3)c2n1	3%	-25%
c1cncc(-c2cncnc2NCc2cccs2)c1	-12%	2%
N#Cc1ccc(CN2CC3(CCN(C(=O)c4cnccn4)CC3)C2)cc1	-20%	-2%
Cn1c(=O)c(-c2ccc(Cl)cc2)nc2cnc(Oc3cccc(Cl)c3)nc21	-13%	-15%
O=c1c(-c2cc(F)cc(F)c2)nc2cnc(N3CCOCC3)nc2n1C1CC1	-18%	4%
Cc1noc(C)c1-c1nccc(-n2ccnc2)n1	35%[activator]	1%
CNc1nc(-c2ccccc2OC)nc2ccccc12	10%	-25%
CC(=O)N1CCC2(CC1)CN(Cc1ccc(C#N)cc1)C2	3%	3%

Next part.
SMILES	SNCA expr inh	HEK293 viab
N#Cc1cccc(NC(=O)N2CC3(CCN(C(=O)c4cc(C(F)(F)F)cc(C(F)(F)F)c4)CC3)C2)c1	-17%	-8%
Cn1cccc1C(=O)N1CCC2(CCN(C(=O)Nc3ccccc3)CC2)CC1	4%	-26%
COc1ncc2nc(-c3cn(C)c4ccccc34)c(=O)n(C)c2n1	5%	13%
CCNc1ncc2nc(-c3ccc(F)cc3)c(=O)n(-c3ccc(OC)cc3)c2n1	-20%	?
Cc1ccccc1-c1ccc2ncnc(NCCN3CCOCC3)c2c1	-25%	-6%
Cc1noc(C)c1C(=O)N1CCC2(CCCN(C(=O)Nc3cccc(C#N)c3)C2)CC1	9%	-26%
COc1ccc(-c2nc3cnc(N4CCN(C)CC4)nc3n(CCC#N)c2=O)cc1	-2%	?
COc1ccc(CNc2ncncc2-c2cccnc2)c(OC)c1	10%	20%
CNc1ccnc(-c2ccccc2C(F)(F)F)n1	-11%	-1%
Cc1noc(C)c1-c1cc(NCc2ccccc2)ncn1	1%	-4%
Cn1cccc1C(=O)N1CCC2(CC1)CN(c1ccccn1)C2	4%	?
Cn1cc(-c2nc3cnc(N4CCNCC4)nc3n(CCC#N)c2=O)c2ccccc21	43%[activator]	?
Cc1noc(C)c1-c1nc(Nc2ccc(F)cc2)c2ccccc2n1	11%	-13%
COc1cccc(Cn2c(=O)c(-c3cc(F)cc(F)c3)nc3cnc(OC)nc32)c1	-20%	-20%
Cc1nc2cncnc2n(Cc2ccccc2)c1=O	-5%	3%
O=c1c(-c2ccc(F)cc2)nc2cnc(N3CCNCC3)nc2n1-c1ccccc1	15%	?
O=C(c1cccc(F)c1)N1CCC[C@@]2(CCN(Cc3nccs3)C2)C1	-4%	4%
CCNc1ncc2nc(-c3ccc(F)cc3)c(=O)n(CCc3ccccc3)c2n1	10%	-3%
Cn1cccc1C(=O)N1CCC2(CCN(Cc3ccccc3)CC2)CC1	-14%	-8%
CC(C)NC(=O)N1CC[C@@]2(CCCN(C(=O)c3csnn3)C2)C1	0%	-3%
COc1ccc(CNc2ncnc3ccc(-c4ccoc4)cc23)c(OC)c1	35%[activator]	-1%
CNc1ncnc2ccc(-c3ccccc3OC)cc12	-3%	?
Cn1cc(-c2nc3cnc(Oc4cccc(Cl)c4)nc3n(CCC#N)c2=O)c2ccccc21	-2%	-3%
Cc1noc(C)c1-c1cc(N2CCN(C)CC2)ncn1	10%	-1%
CN(C)C(=O)c1ccc(-c2ccc3ncnc(N(C)Cc4ccco4)c3c2)cc1	?	5%
CC(=O)N1CCC2(CCCN(Cc3ccc(C#N)cc3)C2)CC1	14%	?
N#Cc1cccc(NC(=O)N2CCCC3(CCN(S(=O)(=O)c4ccccc4)CC3)C2)c1	6%	-3%
CS(=O)(=O)N1CCC2(CC1)CN(c1ccc(-c3ccccc3)cc1)C2	46%[activator]	2%
COc1cccc(-c2ccc3ncnc(NCc4ccccc4OC)c3c2)c1	?	-26%
COc1ccc(Oc2ncc3nc(-c4ccc(Cl)cc4)c(=O)n(C[C@H]4CCCO4)c3n2)cc1	-28%	-4%

Complete entries, looked up by structure.
Profile of COc1ccc(CNc2ncnc3ccc(-c4ccoc4)cc23)c(OC)c1 : SNCA expr inh: 35%[activator]; HEK293 viab: -1%
Profile of CNc1ncnc2ccc(-c3ccccc3OC)cc12 : SNCA expr inh: -3%; HEK293 viab: ?

Continuation.
SMILES	SNCA expr inh	HEK293 viab
Cc1noc(C)c1C(=O)N1CCC[C@@]2(CCN(C(=O)NC(C)C)C2)C1	23%	-9%
COc1ccc2[nH]cc(CCNc3ncncc3-c3c(C)noc3C)c2c1	17%	7%
CNc1ccnc(-c2ccccc2CN(C)C)n1	11%	11%
COC(=O)N1CCC2(CCCN(Cc3nccs3)C2)CC1	26%	?
